# Wee1 stabilizer: blocks degradation of human Wee1 kinase | actives 1.2% (n = 220,000) | reporter increase, % at 5 µM | AID 1321 | P30291 | HeLa Luc-Wee1K328M stability, luciferase luminescence; 100% = proteasome inhibitor MG132 effect;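 active means activation above the mean of all tested compounds plus 3 SD, set per screening run, cut at about 8.8% in these data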;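 further: cells exposed to compound for 20 h before luminescence read; 0% = DMSO alone and 100% = MG132 at 30 µM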
# zVAD death inh: L929 zVAD cell death inhibition. actives 0.38% (n = 220,000). viability rescue, % at 10 µM. AID 1377. L929 zVAD necroptosis rescue, ATP luminescence, 24 h; with zVAD 60 µM;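 active means activation, scaled between plate controls, above about 75%, limit read from the data; inactive means activation under that limit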;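 further: 0% = zVAD with DMSO and 100% = DMSO alone without zVAD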
# PPC-1+TRAIL kill: compounds killing PPC-1 cancer cells with TRAIL present (potentiator screen, no TRAIL-free arm). PPC-1 cells + TRAIL, ATPLite viability luminescence. cell killing (% activity), % at 4 µM. actives 0.41% (n = 220,000). AID 1443;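 active means cell killing above 50% in the first pass at 4 µM, then a duplicate retest at 5 µM averaging 50% or more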;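 further: plate controls were cells with TRAIL plus DMSO for no effect and medium-only wells lacking cells for full effect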
# Tb hexokinase: T. brucei hexokinase 1 inhibition; actives 0.11% (n = 220,000); recombinant TbHK1, G6PDH-coupled NADH A340; AID 1430; inhibition, % at 10 µM;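 active means inhibition of 50% or more in the single-dose primary screen; inactive means inhibition below 50%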
# EP2 antag: blocks the human prostaglandin E2 receptor EP2; P43116; C6 glioma cells expressing human EP2, cAMP TR-FRET; cells stimulated with saturating PGE2; inhibition, % at 25 µM; actives 0.52% (n = 260,000); AID 1422;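 active means percent inhibition above 40 after rounding to a whole number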;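 further: rat C6 glioma host cells with rolipram phosphodiesterase inhibitor present; the protocol text gives 20 µM as final concentration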
# Target sequence (P43116 whole entry, looked up): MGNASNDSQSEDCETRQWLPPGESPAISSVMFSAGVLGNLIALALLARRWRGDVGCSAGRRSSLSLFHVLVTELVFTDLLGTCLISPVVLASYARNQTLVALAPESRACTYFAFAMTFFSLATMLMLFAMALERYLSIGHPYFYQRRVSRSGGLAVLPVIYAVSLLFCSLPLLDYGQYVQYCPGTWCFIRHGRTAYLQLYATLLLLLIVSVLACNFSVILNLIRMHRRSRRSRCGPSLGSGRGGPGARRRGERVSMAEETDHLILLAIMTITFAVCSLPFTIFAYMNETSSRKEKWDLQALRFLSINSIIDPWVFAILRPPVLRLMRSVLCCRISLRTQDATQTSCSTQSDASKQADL
# FXIa inh 1536: factor XIa (human) inhibition | inhibition, % at 5 µM | actives 0.14% (n = 220,000) | AID 798 | purified FXIa, Boc-Glu-Ala-Arg-AMC fluorogenic substrate;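 active means inhibition of at least 40%; inactive means inhibition below 40%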;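 further: fluorescence of freed AMC excited at 355 nm; 0% = enzyme without compound and 100% = no enzyme blank; many of its hits are not listed in these tables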
# Target sequence (P03951 19-387 limits assumed): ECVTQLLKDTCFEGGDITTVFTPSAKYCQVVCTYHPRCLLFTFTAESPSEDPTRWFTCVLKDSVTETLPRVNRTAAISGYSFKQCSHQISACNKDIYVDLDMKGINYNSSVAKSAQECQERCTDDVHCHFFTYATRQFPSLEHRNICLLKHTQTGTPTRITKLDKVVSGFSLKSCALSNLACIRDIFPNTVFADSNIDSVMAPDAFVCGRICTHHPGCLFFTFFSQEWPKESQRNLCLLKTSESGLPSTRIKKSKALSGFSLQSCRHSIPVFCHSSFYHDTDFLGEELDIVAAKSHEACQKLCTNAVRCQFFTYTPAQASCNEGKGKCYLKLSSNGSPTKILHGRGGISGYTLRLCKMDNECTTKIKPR
# Target sequence (P03951 388-625 limits assumed): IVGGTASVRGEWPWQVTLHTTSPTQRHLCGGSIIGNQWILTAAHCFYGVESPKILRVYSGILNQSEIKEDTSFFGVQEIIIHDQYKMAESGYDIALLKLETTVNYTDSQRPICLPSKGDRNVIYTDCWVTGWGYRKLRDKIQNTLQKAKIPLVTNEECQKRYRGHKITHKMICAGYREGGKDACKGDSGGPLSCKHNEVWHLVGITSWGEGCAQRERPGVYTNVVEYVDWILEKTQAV
# CHOP inhibitor: inhibitors of CHOP induction in ER stress response; CHO-K1 CHOP-promoter luciferase, tunicamycin-induced, 15-18 h; inhibition, % at 10 µM; actives 3.8% (n = 220,000); AID 2732;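 active means compounds that reduced the stress-induced luciferase reporter signal by more than about 70% of percent inhibition, limit read from the data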;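 further: 0% = tunicamycin plus vehicle and 100% = wells without tunicamycin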
# FXIIa inh: factor XIIa (human) inhibition; P00748; purified FXIIa, Boc-QGR-AMC fluorogenic substrate, 2 h; inhibition, % at 5 µM; actives 0.3% (n = 220,000); in the data active means inhibition above about 40%;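 further: 0% = enzyme with no compound and 100% = blank without enzyme; many of its hits are not listed in these tables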
# TNF death inh: blocks TNF-alpha induced death of Jurkat FADD-/- cells; Jurkat FADD-/- TNF necroptosis rescue, ATP luminescence, 24 h; 0 = TNF only, 100 = no-TNF cells; activation (protection from cell death), % at 10 µM; actives 0.068% (n = 220,000);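 active means activation, meaning protection from cell death, of at least 50% relative to plate controls; inactive means activation below 50%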;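 further: necroptosis triggered by 40 ng/mL TNF-alpha added together with compound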
# * hit, by the source's call; . = not tested or not shown; [ ] = another dose, or the depositor's remark. Some of the compounds tested (hit frequency here may not be typical).
SMILES,Wee1 stabilizer,zVAD death inh,PPC-1+TRAIL kill,Tb hexokinase,EP2 antag,FXIa inh 1536,CHOP inhibitor,FXIIa inh,TNF death inh
COc1cc(Br)cc(/C=N/c2ncn[nH]2)c1O,0,0.9,26,3,8,7,40,14,-1.3
Cc1sc(NC(=O)CSc2nc(N)cc(N)n2)c(C#N)c1C,-1,0.3,14,-8,5,1,27,8,1.1
CCOc1ccc(C(=O)NCCc2ccc3c(c2)OCCO3)cc1,0,2.7,33,-6,11,7,-2,1,2.0
O=C(Nc1ccc(OC(=O)c2cccs2)cc1)c1ccco1,-1,-0.1,10,2,4,1,37,2,-2.9
Cc1onc(-c2ccccc2Cl)c1C(=O)N1CCCCC1C(=O)O (stereo not given),-1,0.7,38,-4,11,6,40,8,0.9
O=C(CCCSc1nc2ccccc2s1)NCc1ccco1,0,0.7,12,0,12,6,42,18,-0.1
COC(=O)c1ccc(CNC(=O)c2c3c(nc4ccccc24)CCN(Cc2ccccc2)C3)cc1,1,1.8,33,-15,5,-3,12,5,2.5
CCCNC(=O)c1cn(CC)c2cc(N3CCN(C)CC3)c(F)cc2c1=O,0,-0.5,-7,-22,17,4,-9,-3,-0.3
Cc1cc(C)cc(Oc2ccccc2CO)c1,4,0.7,0,1,7,-6,11,-1,-2.2
Cc1ccc([N+](=O)[O-])cc1/C=N/Nc1nnnn1-c1ccccc1,0,0.5,-34,-30,9,19,-26,26,0.4
O=C(CN1CCN(c2ccccc2)CC1)Nc1c(C(=O)C2CC2)oc2ccccc12,-2,-0.6,3,-10,5,5,5,14,0.7
Cc1ccc(/C=N/NC(=O)CSCc2ccc(Cl)cc2)cc1,-1,0.2,14,-4,6,-2,110*,6,-2.0
Cc1ccc(CN2CCN(/N=C/c3cccn3C)CC2)c(C)c1,3,0.2,9,1,4,-3,43,6,-0.1
Cc1sc2ncnc(N3CCCCC3C)c2c1C (stereo not given),4,0.3,-14,-6,9,-8,99*,2,-6.2
CC(C)CC(=O)/C=C/n1c(=S)oc2ccccc21,5,-0.1,18,-2,7,26,108*,30,-6.2
Cc1ccccc1NS(=O)(=O)c1cc(C(=O)Nc2cccc(N(C)S(C)(=O)=O)c2)ccc1C,0,0.4,-3,-1,10,7,6,25,-4.0
CCN(CC)C(=O)COc1cc(C)cc2oc(=O)cc(-c3ccccc3)c12,-1,0.5,12,-6,10,-5,18,11,0.1
COc1ccc(OC)c(C(=O)c2c(C)oc3cc([N+](=O)[O-])c(O)c([N+](=O)[O-])c23)c1,1,0.8,4,-29,8,4,0,10,2.0
CCOc1ccc(NC(=O)CN2CCN(CC(=O)Nc3ccc(OC)cc3)CC2)cc1,4,0.2,-4,0,9,9,35,14,-0.1
O=C(NCCCN1CCN(c2cccc(Cl)c2)CC1)c1cccc(N2CCCC2=O)c1,-3,-0.2,6,0,16,2,11,9,1.0
COc1ccc(OC)c(C(=O)c2ccccc2)c1,-1,-0.9,8,-6,7,9,3,17,-2.9
CC(=O)N(OCc1ccc(OC(C)C)c(Cl)c1)C(C)=O,2,-0.3,14,0,3,0,-4,6,2.5
O=C(O)c1cccnc1SC1CC(=O)N(Cc2ccccc2)C1=O (stereo not given),0,-0.8,0,5,11,-10,36,-13,-0.4
O=C(CCCOc1ccc(Cl)cc1Cl)Nc1cccnc1,1,0.5,0,-1,.,5,7,16,-1.8
CCCCOc1ccc(C(=O)Nc2ccc(N3CCN(C(C)=O)CC3)cc2)cc1,1,0.5,-15,-4,.,2,-11,14,-1.8
O=C(COC(=O)c1cc(S(=O)(=O)Nc2ccccc2Cl)ccc1O)Nc1nc2ccccc2s1,4,18,5,8,-1,5,11,11,0.9
CCCCN(CC)C(=O)CN1C(=O)c2ccccc2C1=O,1,-0.1,24,0,13,0,24,11,0.9
CCN1C(=O)/C(=C/c2ccc(C)s2)SC1=Nc1ccc(OC)cc1,1,0.0,9,-14,7,3,19,10,-5.5
CCCN1C(=O)C(NS(=O)(=O)c2ccc(N)cc2)(C(F)(F)F)C(C(=O)OC)=C1C (stereo not given),0,0.0,11,-1,9,2,10,12,-0.7
O=c1c2c(nc3c(-c4ccccc4)c[nH]n13)CCCC2,-2,0.1,12,-11,21,1,-4,0,-2.1
O=C(NCc1ccccn1)c1cc(-c2ccc(-c3ccccc3)cc2)nc2ccccc12,6,0.5,61*[5 µM],-16,7,-5,13,-2,2.2
Cc1c(Nc2ncnc3c2cnn3-c2ccccc2)c(=O)n(-c2ccccc2)n1C,1,-0.2,-10,-5,11,-1,36,-6,-0.5
NC(=S)N/N=C/c1coc2cc(Cl)ccc2c1=O,7,-0.7,9,-1,5,-8,18,-4,-1.9
CCOCCCNC(=O)c1c(C)[nH]c(C(=O)OCC)c1C,-1,0.1,-15,7,.,-7,-6,6,0.6
C=CCc1c(C)nc(SCCC)[nH]c1=O,0,1.1,-9,5,13,-5,1,-4,-0.8
CC(C)Nc1nc(Cl)nc(NCCOc2ccccc2)n1,2,6.4,26,1,2,1,19,9,4.3
Cc1ccc(S(=O)(=O)N/N=C/c2c(C)nn(-c3ccccc3)c2C)cc1,0,0.1,10,-12,16,-2,33,9,0.9
O=C(NC(=S)Nc1ccc(NC(=O)c2cccs2)cc1)c1ccco1,-1,1.3,9,11,11,-4,19,3,2.2
O=C(COC(=O)/C=C/c1ccc(OC(F)F)cc1)NCCN1C(=O)CSC1=O,1,-0.2,-2,6,13,1,9,.,0.9
CCOC(=O)Cn1c2c(c(=N)c3c1CCC3)CCC2,3,-0.1,3,-1,3,-1,-8,1,-2.2
CC[N+](CC)(CC)C/C(N)=N/O,-4,-0.1,-4,-1,19,6,1,6,-0.6
COc1ccc(N2CC(C(=O)O)CC2=O)cc1 (stereo not given),-2,0.6,-16,-6,-7,6,31,10,1.7
CCOC(=O)c1cnc2c(C)cc(C)cc2c1Nc1ccc(S(=O)(=O)Nc2ncccn2)cc1,-1,0.3,22,-4,4,6,11,17,1.8
COc1ccc(CCNC(=O)CN(c2ccccc2)S(C)(=O)=O)cc1OC,4,-0.8,15,-1,10,-6,-5,2,-0.4
N#Cc1ccccc1OCC(=O)NC(=O)NCc1ccco1,-1,0.2,12,-21,5,-2,-3,5,3.0
CCCCNC(=S)N/N=C1\CCCCc2ccccc21,9.7*,-0.1,23,1,5,-4,59,4,0.1
N#CCCNc1ccc(OCCC#N)cc1,-3,0.5,-8,2,5,-9,-5,24,2.1
COc1ccc(CCC(=O)NCc2cn3ccsc3n2)cc1,0,0.4,.,-2,21,.,.,.,-0.5
O=C(Cc1cc(=O)[nH][nH]1)N/N=C/c1ccccc1[N+](=O)[O-],-4,1.6,1,-11,4,-1,9,-3,0.5
CC(=O)Nc1ccc2c(c1)OCCOCCOc1cc(NC(C)=O)ccc1OCCOCCOCCO2,0,0.2,-2,3,.,6,-15,13,-1.5
Cc1nc(NCCN2CCOCC2)c2oc3ccccc3c2n1,3,1.6,5,6,-1,0,5,11,1.7
CCOC(=O)N1CCC(c2cc(=O)n3[nH]c(-c4ccccc4)cc3n2)CC1,2,2.9,20,-9,14,7,23,15,1.6
Cc1cccc(OCC(=O)N2CCN(S(C)(=O)=O)CC2)c1,0,-2.3,-1,5,3,20,6,12,0.2
Cc1ccn2c(Nc3ccccc3)c(-c3ccccn3)nc2c1,3,27,.,3,4,-1,84*,9,-0.6
CCOC(=O)C1(Cc2cccc(F)c2)CCN(C(=O)C2CCC2)CC1,0,0.6,21,3,8,-5,-6,3,-0.8
COc1cccc(Nc2nc(-c3sc(NC(=O)CC(C)C)nc3C)cs2)c1,3,18,7,-11,15,0,58,2,-15
COc1ccc(C(=O)N2CCc3cc(OC)c(OC)cc3C2c2cccc([N+](=O)[O-])c2)cc1 (stereo not given),0,-0.3,-4,-2,.,7,16,12,-11
Cc1ccc(S(=O)(=O)c2cc(O)ccc2O)cc1C,2,0.8,2,-7,5,5,8,11,-0.3
CCCCCCc1cc2cc(S(=O)(=O)c3ccc(F)cc3)c(=O)oc2cc1O,-2,2.1,8,-6,5,-12,94*,-39,1.2
CN(C)S(=O)(=O)c1ccc2c(c1)nc(CCC(=O)NCc1ccc(Cl)cc1)n2C,1,-0.3,2,5,2,-1,18,6,0.2

# The list continues:
SMILES,Wee1 stabilizer,zVAD death inh,PPC-1+TRAIL kill,Tb hexokinase,EP2 antag,FXIa inh 1536,CHOP inhibitor,FXIIa inh,TNF death inh
CCNCCOC(c1ccccc1)c1ccccc1,3,-0.6,5,8,5,5,14,16,0.6
O=C(COc1ccc(Cl)cc1Cl)NC(=O)N1CCCCC1,0,0.2,18,-2,12,-3,34,4,-0.8
C/C(=N\Nc1ccc([N+](=O)[O-])cc1)c1ccc(N2CCOCC2)cc1,2,0.0,25,-29,8,3,-8,6,2.3
CCn1nnc(NC(=O)CSc2ccc(Cl)cc2)n1,-1,1.3,0,1,4,-11,13,9,2.1
O=C(Cn1cnc2c(cnn2-c2ccc(F)cc2)c1=O)N1CCN(c2ccccc2F)CC1,-1,0.3,-3,1,11,-2,30,5,0.0
OC1CCCN(Cc2ccc3c(c2)Cc2ccccc2-3)C1 (stereo not given),-4,0.0,17,20,6,1,57,6,5.8
Cn1c2ccccc2c2nnc(SC3CCOC3=O)nc21 (stereo not given),-1,0.0,0,-30,5,8,7,9,1.3
CC(C)C1COC(c2cccn2Cc2ccccc2Cl)=N1 (stereo not given),-1,-0.5,10,2,7,-3,4,0,-1.5
O=C(Nn1c(-c2ccc(F)cc2)nc2ccccc2c1=O)c1cccnc1,-2,0.5,2,4,7,-5,-1,6,1.0
O=C(COC(=O)c1ccco1)Nc1ccccc1[N+](=O)[O-],-1,0.6,24,-6,4,-4,-16,2,-0.5
CCOC(=O)c1sc(NC(=O)Nc2ccccc2)cc1C,2,4.2,60*,22,5,5,27,7,1.4
O=C(CCCN1C(=O)/C(=C\c2cccs2)SC1=S)NNC(=O)c1ccncc1,-1,1.7,12,-5,8,-3,17,6,0.8

# Fetched by structure from the entries so far:
SMILES,Wee1 stabilizer,zVAD death inh,PPC-1+TRAIL kill,Tb hexokinase,EP2 antag,FXIa inh 1536,CHOP inhibitor,FXIIa inh,TNF death inh
CC(C)C1COC(c2cccn2Cc2ccccc2Cl)=N1 (stereo not given),-1,-0.5,10,2,7,-3,4,0,-1.5
CCn1nnc(NC(=O)CSc2ccc(Cl)cc2)n1,-1,1.3,0,1,4,-11,13,9,2.1
C/C(=N\Nc1ccc([N+](=O)[O-])cc1)c1ccc(N2CCOCC2)cc1,2,0.0,25,-29,8,3,-8,6,2.3
O=C(Cn1cnc2c(cnn2-c2ccc(F)cc2)c1=O)N1CCN(c2ccccc2F)CC1,-1,0.3,-3,1,11,-2,30,5,0.0

# Further compounds follow:
SMILES,Wee1 stabilizer,zVAD death inh,PPC-1+TRAIL kill,Tb hexokinase,EP2 antag,FXIa inh 1536,CHOP inhibitor,FXIIa inh,TNF death inh
CCc1nc(SCC(=O)Nc2cc(C)on2)c2c(=O)n(C)c(=O)n(C)c2n1,2,-0.2,2,0,10,-6,34,7,-0.8
CCN(CC)S(=O)(=O)c1ccc(S(=O)(=O)Nc2ccc3c(c2)oc2ccccc23)cc1,2,0.0,13,3,2,-5,-5,6,1.5
CCCN(CCC)C(=O)Cc1ccc(F)cc1,3,1.0,3,-2,6,-3,-5,2,0.8
COc1ccc(OC)c(NC(=O)C2CCCN2C(=O)C2CCC(C)CC2)c1 (stereo not given),-1,0.8,10,-6,7,4,45,8,-1.8
CC(=O)c1ccc(OCCCC(=O)OCc2nnc(-c3ccc(Cl)cc3)o2)cc1,0,0.7,19,-10,5,-2,47,-2,-0.9
CC(=O)/C(N=Nc1ccc(C(=O)O)cc1)=C(\C)O,-3,-0.1,8,-46,5,-3,4,5,-1.3
O=C1Cc2ccccc2C(c2ccc(Cl)cc2Cl)N1 (stereo not given),3,-0.3,17,-11,5,0,24,10,-1.4
